Keap1-Nrf2 PPI: inhibitors of human Keap1-Nrf2 protein-protein interaction; Keap1 Kelch-Nrf2 peptide fluorescence polarization, 1536-well; inhibition, % at 9.4 µM; hit rate 0.15% among 340,000; AID 504523; in the data active means inhibition above about 12%;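 further: human Keap1 Kelch domain with fluorescein labeled Nrf2 9mer peptide probe; 0% = neutral control wells and 100% = peptide positive control; higher means more block of Keap1 binding to Nrf2 peptide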
LANA DNA inh: inhibitors of KSHV LANA C-terminal domain DNA binding | inhibition, % at 9 µM | MBP-C-LANA/FAM-LBS DNA binding, fluorescence polarization | hit rate 0.078% among 340,000 | AID 504423;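 active means highest replicate inhibition at or above 60% at 9 µM, even if other replicates fall short; inactive means all replicates below 60% inhibition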;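 further: 0% = neutral control wells and 100% = 4 µM acridine orange control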
Arrestin-AP2 inh: blocks beta-arrestin peptide binding to AP2 adaptin; hit rate 0.31% among 340,000; FITC-arrestin peptide / GST-AP2 beads, flow cytometry; AP2 beta2 appendage carries R879A mutation; inhibition, % at 10 µM; AID 504490;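 active means inhibition above a set limit, near 3 SD of compounds lacking own fluorescence, cut at about 54% in these data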;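 further: plate controls were DMSO wells for no effect and 5 µM unlabelled arrestin peptide for full effect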
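Material – AP2 appendage R879A on GSH beads · Buffer or medium – PBS with 0.05% Tween 20 and 0.1% BSA · Probe or stimulus – fluorescein-tagged arrestin peptide at 50 nM final · Incubation – compound with beads 12 min RT, then probe 1 h RT · Detection – high-throughput flow cytometry of beads, ex 488, em 535 nm · Evaluation – percent response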
DAGLB inhibitor: blocks human DAGLB lipase activity. HEK293T DAGLB membrane lysate, EnzChek fluorogenic substrate. Q8NCG7. hit rate 0.059% among 340,000. inhibition, % at 5.17 µM; in the data active means inhibition above about 34%;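 further: 0% = enzyme with vehicle and 100% = wells lacking enzyme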
V-ATPase pH: alters yeast V-ATPase proton transport | S. cerevisiae, pHLuorin cytosolic pH fluorescence | response, % at 10 µM | hit rate 0.37% among 350,000 | AID 504577; in the data active means response mostly above about 7.3%, no sharp cut-off; inactive means mostly below about 5.4%; further: actives read high; inactives centre near 0; some compounds called inactive have numbers as strong as hits
CAL PDZ FP-1: human CAL PDZ-peptide interaction inhibition. Q9HD26. hit rate 0.02% among 330,000. AID 504414. inhibition, % at 20 µM. purified CAL PDZ, TMR-peptide fluorescence polarization, 1 h;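 active means highest replicate inhibition of at least 40%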;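 further: plate controls were DMSO neutral control wells for no effect and unlabeled competitor peptide control wells for full effect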
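Read-out basis: mP drop reported as inhibition | Assay system: Tagged CAL PDZ protein CerCALP, purified | Benchmarks: Unlabelled peptide for full inhibition, DMSO wells as neutral | Schedule: 1 h incubation at room temperature before polarization reading | Buffer or medium: Sodium phosphate/NaCl buffer pH 7.4 with TCEP, IgG, Thesit | Doses: Single point, 20 µM | Measured by: Fluorescence polarization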
DSG3 Ab inh: human desmoglein-3 autoantibody binding inhibition; P32926; DSG3-coupled beads, scFv-anti-DSG3-GFP binding, flow cytometry; stronger effect = lower value; binding (percent of control), % at 10 µM; hit rate 0.48% among 310,000; AID 588358;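 active means binding more than 3 SD below its plate's average and above zero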;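 further: hits lower antibody fragment binding to DSG3; some compounds called inactive have numbers as strong as hits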
Target sequence (P32926 whole entry, looked up, the tested form may be a part): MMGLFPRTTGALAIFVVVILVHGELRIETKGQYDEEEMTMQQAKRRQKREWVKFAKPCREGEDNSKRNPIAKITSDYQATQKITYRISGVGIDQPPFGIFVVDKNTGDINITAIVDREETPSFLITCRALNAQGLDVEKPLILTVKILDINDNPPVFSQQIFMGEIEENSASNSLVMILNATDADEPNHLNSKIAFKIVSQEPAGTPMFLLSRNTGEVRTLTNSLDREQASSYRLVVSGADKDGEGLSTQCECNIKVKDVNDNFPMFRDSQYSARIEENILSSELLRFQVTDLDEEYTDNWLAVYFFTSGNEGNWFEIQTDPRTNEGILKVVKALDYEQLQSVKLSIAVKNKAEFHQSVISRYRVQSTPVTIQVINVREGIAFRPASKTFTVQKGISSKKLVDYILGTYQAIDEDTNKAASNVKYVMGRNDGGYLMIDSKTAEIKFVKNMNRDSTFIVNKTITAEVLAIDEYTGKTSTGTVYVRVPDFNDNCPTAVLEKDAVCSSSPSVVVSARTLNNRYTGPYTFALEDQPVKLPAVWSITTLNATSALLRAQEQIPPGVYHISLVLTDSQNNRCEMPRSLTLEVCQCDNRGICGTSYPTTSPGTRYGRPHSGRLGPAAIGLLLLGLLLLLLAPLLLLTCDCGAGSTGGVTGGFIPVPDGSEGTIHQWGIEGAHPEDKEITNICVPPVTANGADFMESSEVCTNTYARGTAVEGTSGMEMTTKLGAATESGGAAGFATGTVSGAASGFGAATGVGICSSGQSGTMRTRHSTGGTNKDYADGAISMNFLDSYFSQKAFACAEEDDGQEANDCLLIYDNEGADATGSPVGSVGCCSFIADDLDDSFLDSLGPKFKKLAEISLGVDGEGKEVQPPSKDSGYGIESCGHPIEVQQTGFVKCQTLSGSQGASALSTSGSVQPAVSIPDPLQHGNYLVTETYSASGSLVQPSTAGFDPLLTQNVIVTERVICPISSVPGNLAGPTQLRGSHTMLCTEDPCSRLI
RTF Ca sens inh: cardiac RTF calcium desensitization; P19429+P45379; IANBD-labeled cardiac RTF, Ca2+ fluorescence; inhibition, % at 7.15 µM; hit rate 0.12% among 340,000;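 active means inhibition above the mean inhibition of all tested compounds plus 3 SD, cut at about 17% in these data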;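 further: assay run at fixed EC70 calcium of 1.6 mM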
CAL PDZ FP-2: inhibitors of human CAL PDZ peptide binding. purified CAL PDZ, TMR-peptide fluorescence polarization, 1 h. Q9HD26. inhibition, % at 24.9 µM. AID 602252. hit rate 0.92% among 300,000;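 active means mean inhibition of at least 30% with at least half of replicates also reaching 30%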;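 further: 0% = DMSO neutral control and 100% = excess unlabeled competitor peptide PRC23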
NSD2 inh: NSD2 (human) methyltransferase inhibition; O96028; inhibition, % at 12.5 µM; hit rate 0.54% among 310,000; AID 743445; NSD2 peptide methylation, AlphaScreen, 120 min; in the data active means inhibition above about 50%
* hit, by the source's call; i = inactive; · = not tested or not shown. The list is partial. The share of hits here may be higher or lower than overall.

Fields: DSG3 Ab inh, Arrestin-AP2 inh, CAL PDZ FP-1, LANA DNA inh, RTF Ca sens inh, NSD2 inh, CAL PDZ FP-2, V-ATPase pH, DAGLB inhibitor, Keap1-Nrf2 PPI
CC(C)c1nc2sc3c(NCc4ccccc4)ncnc3c2c2c1COC(C)(C)C2
 : 108, 1, ·, 1.5, -3, -2, -4, 0, -2, -5
Cc1ccc(S(=O)(=O)N(C)C)cc1NC(=O)C1CCN(C(=O)Nc2ccccc2)CC1
 : 102, 24, -1.4, 0.2, -1, 0, 1, 1, -6, 1
Cc1[nH]cnc1CSCc1ccc(F)cc1
 : 98, 5, -0.2, -0.5, 1, -5, -1, 1, 0, -4
COc1ccccc1S(=O)(=O)Cc1ccc(C(=O)N2CCN(c3ccc(C)cc3)C(C)C2)o1 (stereo not given)
 : 110, 9, -0.2, -0.5, -4, ·, ·, 1, 1, -5
Cc1ccc(-n2nccc2-c2nn(-c3cccc(C(F)(F)F)c3)c(=O)n(C)c2=O)cc1
 : 91, -6, -0.1, 0.6, 0, 1, -5, 1, -1, -3
CCn1c(=O)c(C(=O)NNS(=O)(=O)c2ccc(Br)cc2)c(O)c2ccccc21
 : 103, 24, -4.8, -1.9, -3, ·, -5, 0, 15, -4
COc1ccc(C(=O)NCCc2nnc(SCC(=O)Nc3ccccc3)n2C)cc1
 : 121, 10, -1.1, 0.0, -7, 0, ·, 11, -4, 1
CCCc1nc(NC(C)=O)c(C#N)c(-c2ccco2)c1CC
 : 109, 9, ·, 1.5, -8, 2, -5, 5, -1, 2
CCOc1ccccc1NC(=O)Cn1cnc2c(nnn2-c2cccc(OC)c2)c1=O
 : 96, 12, -0.6, -0.6, -6, ·, -5, -8, -8, 3
CCN(CC)CCOC(=O)C(Cc1ccco1)Cc1cccc2ccccc12 (stereo not given)
 : 115, -21, 0.6, -0.2, -4, 22, ·, -5, -1, -10
COc1cccc(NC(=O)C2CCN(S(C)(=O)=O)CC2)c1
 : 105, 5, -2.9, 0.4, -3, 1, -4, 3, 2, -4
CN(CCC1CCOCC1)C(=O)CC1C(=O)NCCN1Cc1ccccc1F (stereo not given)
 : 105, -5, -3.9, 0.5, -6, 9, -5, -1, 0, -5
Cc1ccc(C(=O)n2c(-c3ccccc3)cnc2SCC(=O)Nc2ccc(C)cc2C)cc1
 : 101, 33, -0.9, 0.3, 1, 35, -4, -1, 8, 2
O=C(O)/C=C/C(=O)c1ccc(O)cc1
 : 98, 12, -2.8, 0.7, -15, ·, -3, 1, -1, -16
CCN(CC)c1ccc(/C=N/NC(=O)CNC(=O)c2ccc3c(c2)OCCO3)cc1
 : 108, -4, 1.0, 1.9, 1, 7, 5, -7, 0, 0
CN(C)C(=O)OCc1c(-c2ccccc2)ncc2ccccc12
 : 94, 18, 0.3, 0.2, -18, ·, -2, -5, -6, -2
CC1=C(C)CC2C(C1)C(=O)c1ccc(Br)cc1S2(=O)=O (stereo not given)
 : 109, 1, -0.8, -0.4, 2, ·, 1, 2, -5, -4
O=c1ccc(-c2ccc(S(=O)(=O)NCC3CCN(Cc4cccc(F)c4)CC3)s2)n[nH]1
 : i, 11, -2.5, 10, -10, 4, -2, -10, 1, 6
Cc1ccc(NC(=O)NNC(=O)c2ccc3c(c2)NC(=O)C(C)(C)O3)cc1
 : 89, 11, -3.6, -0.1, -20, 0, -3, 4, -2, 1
CCCC(=O)Nc1ccc(C(=O)N/N=C/c2cccnc2)cc1
 : 100, -4, -0.7, 0.2, -11, 5, ·, -1, 0, 1
CCn1c(O)c(C=Nc2ccccc2)n(-c2ccccc2)c1=S
 : 70, 16, -0.5, -0.2, -8, -18, 1, -5, 1, -1
COc1ccc(CCNc2c(C=O)c(=O)[nH]c3ccccc23)cc1OC
 : 103, 1, -0.9, -0.8, -5, 10, -3, 2, -1, 1
COc1cccc(NC(=O)CN2C(=O)COc3ccc(S(=O)(=O)N4CCOCC4)cc32)c1
 : 104, -13, -0.8, -0.3, -5, -3, ·, 0, -1, -2
CC(=NNC(=O)COc1cccc(C)c1)c1cccnc1
 : 101, 1, 0.2, -2.4, -5, -3, ·, -3, 0, 0
Cc1ccc(C(=O)Nc2ccon2)cc1S(=O)(=O)N1CCCC1
 : 95, 0, -0.6, -0.4, -4, 17, ·, 2, -1, -2
CC(Oc1cccc(Cl)c1)C(=O)Nc1ccc(S(=O)(=O)NC2=NCCCCC2)cc1 (stereo not given)
 : 96, 13, -1.9, 0.2, 1, -8, 0, 1, -2, 5
O=c1c(-c2c(O)cc(O)c3c2O[C@H](c2ccc(O)cc2)CC3)c(-c2ccc(O)cc2)oc2cc(O)cc(O)c12
 : 103, 5, -1.0, -1.0, -5, ·, -2, -33, 5, 1
Cc1cccc(OCc2nnc(SCC(=O)N3CCN(C(=O)c4ccco4)CC3)n2C)c1C
 : 100, 5, 0.5, -0.2, -9, 0, -1, 4, -1, 4
CCN(CC(=O)Nc1ccc(NC(C)=O)cc1)Cc1c(O)ccc2cc(Br)ccc12
 : 93, 35, -2.7, 0.8, 7, 4, -4, 3, 1, -3
CC1=CCC2C(=O)N(c3ccc(C(=O)N4CCCCCC4)cc3)C(=O)C2C1 (stereo not given)
 : 105, 24, 0.3, 2.1, -7, 0, -3, 2, 1, 1
O=C(O)c1ccccc1NCCO
 : 101, 16, -0.7, -2.0, 0, 3, 9, 0, 4, 2
NNC(=O)c1nnn(-c2nonc2N)c1CN1CCc2ccccc2C1
 : 97, 2, 0.4, -0.3, -4, 1, 3, -2, -1, -1
COC/C=C/C1=CC2=CC(=O)C(C)(OC(=O)c3cnc4ccccc4n3)C(=O)C2=CN1CC1CC1 (stereo not given)
 : 99, 10, -0.4, 1.0, 7, ·, -1, -4, 0, -5
N#Cc1ccc(-n2nnc3ccccc3c2=O)c([N+](=O)[O-])c1
 : 110, 12, -0.9, 1.8, 2, 0, ·, -1, -1, -2
CC(=O)COc1ccccc1OC(=O)c1ccco1
 : ·, 1, -0.4, -0.6, -1, 10, -2, -2, 1, -8
Cc1cc(SCC(=O)OCC(=O)N(CCC#N)c2ccccc2)nc2ccccc12
 : 103, 4, -3.7, 0.3, -9, -1, -9, 3, 0, 4
C[C@H]1CCC(=O)N([C@H](CN=[N+]=[N-])Cc2ccccc2)CC1
 : 99, 21, 0.4, 0.2, -16, ·, -3, -7, -4, 0
CON(C)S(=O)(=O)c1cccc(C(=O)N(CC(=O)Nc2ccccc2C(F)(F)F)Cc2ccco2)c1
 : 107, 18, -0.3, -1.9, -4, 1, 0, -2, -1, 1
CC1CCN(C(=S)NC(=O)c2ccc(F)cc2)CC1
 : 80, -2, -0.4, -0.2, -2, 0, ·, -1, 0, 5
CC1CCCC(NCC(O)COC(c2ccc(F)cc2)c2ccc(F)cc2)C1C (stereo not given)
 : 89, -2, 10, 2.0, -9, -2, -6, -1, -1, 0
O=C(CN1CCOCC1)Nc1nc(-c2ccc3c(c2)CCN3S(=O)(=O)c2ccccc2)cs1
 : 77, -11, -4.9, 0.1, -14, -4, -4, 4, -1, -3
CC(C)CC(CO)N1CCN(C(=O)c2cccc(Cl)c2)CCC1=O (stereo not given)
 : 107, 0, -0.6, 0.9, 6, ·, 1, -2, 2, -6
Cc1nc(SCC(=O)Nc2cc(C)on2)c2c(=O)n(C)c(=O)n(C)c2n1
 : 86, 8, 0.0, -0.5, -3, ·, ·, 13, 3, -3
COc1cc(OC)cc(C(=O)Nc2ccc(NC(=O)c3ccco3)c(C)c2)c1
 : 102, -1, -4.5, 0.7, -9, -5, -6, -7, 0, -4
O=C(O)c1cccc(S(=O)(=O)NCCC(c2ccccc2)c2ccccc2)c1
 : 90, -14, -1.6, -0.1, -15, 0, 1, 1, 9, -1
O=c1ccc2ccc(O[C@@H]3O[C@H](CO)[C@@H](O)[C@H](O)[C@H]3O)c(O)c2o1
 : 110, 5, -1.9, 2.6, -8, ·, 9, 7, 2, -8
CCOC(=O)N1CCC(N2Cc3cccc(C(=O)Nc4ccc(CC)cc4)c3C2=O)CC1
 : ·, -7, -1.2, -0.2, -9, 0, ·, -2, 2, 3
CC(OC(=O)c1snc(C(=O)NC2CCCCC2)c1N)C(=O)NC(C)(C)C (stereo not given)
 : 121, -1, -0.8, -0.7, -9, 0, -3, -1, -1, 2
CCCCNC(=O)CN1C(=O)NC2NC(=O)NC21 (stereo not given)
 : 102, 13, -1.1, -1.7, -13, ·, ·, 1, 2, -2
CC(OC(=O)C1=COCCO1)C(=O)Nc1ccc(Oc2ccccc2)cc1 (stereo not given)
 : 101, 2, -2.0, 1.7, -15, 2, -3, 0, -10, -1
CC(=NCCc1ccccc1)C1=C(O)CSC1=O
 : 100, -4, ·, 6.0, -1, 1, -1, -4, -4, -6
Cc1cc(C(F)(F)F)nn1CC(=O)Nc1cccnc1
 : 112, -3, ·, -0.9, 9, -1, -1, 2, 2, -4
Cc1ccc(NC(=O)c2ccc(OCC3CCCO3)cc2)cc1 (stereo not given)
 : 131, -4, -2.8, 0.5, -16, 4, -1, 3, 0, 5
Cc1cc(Cl)ccc1NC(=O)CN1CCC(C(O)(c2ccccc2)c2ccccc2)CC1
 : 100, 8, -1.0, 0.3, -16, -1, -2, 1, -8, -2
C/C(=N/O)c1c(O)c(C)c(-c2ccccc2)n(-c2ccccc2)c1=O
 : 83, 26, -1.9, 1.8, -5, 1, 0, 2, -3, 0
C#CCNC(=O)C1=C[C@H](C2CCCCC2)C[C@H](OCc2ccc(CO)cc2)O1
 : 101, 11, 0.2, -0.2, -10, ·, 1, -1, -4, -10

Screens deposited in PubChem BioAssay by several laboratories.
